M1 ag parental = counter-screen for M1 agonists: effect in parental CHO-K1 cells; AID 602248, 2012; 360,000 compounds, 0.48% hits; Fluo-8 calcium fluorescence; scaled to maximal ATP response, vehicle zero; activation, % at 3 µM; in the data active = activation above about 15%;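 also: untransfected CHO-K1 host cells lacking M1 receptor as counterscreen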
V1R ag counter = agonists of human V1a receptor, primary screen, counter-screen for OXTR agonist project, fluorescence, CHO-V1R cells; Fluo-8 calcium fluorescence, agonist mode; 0% DMSO, 100% 3 nM vasopressin; 320,000 compounds, 0.25% hits; activation, % at 3 µM; Vasopressin V1a receptor (Homo sapiens), P37288;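 active = activation above the mean activation of all tested compounds plus 3 SD, per screening run, cut at about 20% in these data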;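 also: signal is peak over basal fluorescence ratio across a 100 second FLIPR read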
Target sequence (P37288 whole entry, looked up): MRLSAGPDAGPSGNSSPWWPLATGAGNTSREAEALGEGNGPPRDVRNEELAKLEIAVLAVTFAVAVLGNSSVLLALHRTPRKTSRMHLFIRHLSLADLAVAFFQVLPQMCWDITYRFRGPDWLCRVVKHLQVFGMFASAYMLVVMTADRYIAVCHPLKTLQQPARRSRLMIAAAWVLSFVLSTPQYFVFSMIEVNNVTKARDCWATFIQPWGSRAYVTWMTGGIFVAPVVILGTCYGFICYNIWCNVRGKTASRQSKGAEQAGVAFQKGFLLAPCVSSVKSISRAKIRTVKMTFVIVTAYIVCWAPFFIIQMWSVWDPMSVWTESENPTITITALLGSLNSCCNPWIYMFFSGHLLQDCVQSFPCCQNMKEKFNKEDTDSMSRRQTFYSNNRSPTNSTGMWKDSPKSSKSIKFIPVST
TAAR1 antag = human TAAR1 antagonists, primary screen, Fluo-8 calcium fluorescence, CHO RD-HGA16 cells | antagonist | 360,000 compounds, 1.5% hits | Trace amine-associated receptor 1 (Homo sapiens), Q96RJ0 | inhibition, % at 3 µM;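 active = inhibition above a per-plate cutoff, the mean inhibition of test compounds on that plate plus 3 SD, cut at about 49% in these data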;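 also: 0% = DMSO plus EC80 beta-PEA response and 100% = DMSO alone without agonist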
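Material: RD-HGA16 CHO cells with stable hTAAR1 and Gα16; Dosing: single nominal final test compound concentration of 3 µM; Schedule: seeding 17-24 h prior, 75-min 37 °C, 30-min RT dye loading; Detection: kinetic Fluo-8 calcium fluorescence measurement; Measure: % inhibition from peak post-agonist over basal fluorescence ratio; Benchmarks: vehicle and agonist controls.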
CHO parental Ca = ATP-evoked calcium signal inhibitors, parental CHO, primary screen, counter-screen for OX1R antagonist project, cell-based, fluorescence, Fluo-8 calcium dye; parental CHO-K1, ATP-induced calcium, Fluo-8 fluorescence; inhibition, % at 5.6 µM; 330,000 compounds, 0.63% hits; AID 463079, 2010;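 active = inhibition above that plate's mean sample inhibition plus 3 SD, cut at about 26% in these data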;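 also: 0% = ATP-challenged DMSO wells and 100% = DMSO wells without ATP; some compounds past the cut are filed as inactive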
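Material – parental CHO cells · Reagent – ATP stimulus · Compound – single nominal dose of 5.6 µM per compound · Detection – Fluo-8 fluorescence · Read-out basis – percent inhibition of calcium signal · Controls – ATP-challenged DMSO wells low, unchallenged DMSO wells high · Repeats – no replicates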
GPR7 antag = GPR7 receptor antagonists, primary screen, cell-based, fluorescence, single concentration; Neuropeptides B/W receptor type 1 (Homo sapiens), P48145; GPR7-expressing cells, fluorescence antagonist assay; inhibition, % at 4.4 µM; 290,000 compounds, 1.1% hits; in the data active = inhibition above about 16%, passing the limit was not always enough;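 also: cells stimulated with the agonist NPW; 0% = agonist with vehicle and 100% = vehicle without agonist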
Target sequence (P48145 whole entry, looked up): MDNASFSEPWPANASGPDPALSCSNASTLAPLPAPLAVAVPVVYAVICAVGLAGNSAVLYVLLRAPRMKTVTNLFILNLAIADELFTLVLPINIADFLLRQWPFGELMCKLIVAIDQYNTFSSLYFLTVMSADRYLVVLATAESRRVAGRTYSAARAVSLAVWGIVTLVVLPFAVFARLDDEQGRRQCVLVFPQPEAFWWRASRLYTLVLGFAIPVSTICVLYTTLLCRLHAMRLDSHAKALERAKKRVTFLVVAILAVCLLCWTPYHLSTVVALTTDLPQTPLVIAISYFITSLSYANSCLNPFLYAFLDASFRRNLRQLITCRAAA
M1 PAM parental = nonselective calcium activators in parental CHO-K1 cells, primary screen, counter-screen for M1 PAM project, cell-based, Fluo-8 calcium fluorescence, full deck, 1536-well | ATP EC20; 0% at ATP EC20, 100% at ATP max | 360,000 compounds, 0.02% hits | activation, % at 3 µM;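 active = activation above the run cutoff, the mean activation of all test compounds plus 3 SD, cut at about 40% in these data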;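 also: peak over basal fluorescence ratio in a 140 s read after ATP addition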
CHO-K1 Ca antag = M1 antagonist counterscreen hit in parental CHO-K1 cells | ATP-induced calcium, Fluo-8 fluorescence | inhibition, % at 3 µM | 360,000 compounds, 0.6% hits;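 active = inhibition above a per-plate cutoff, the plate's mean sample inhibition plus 3 SD, cut at about 24% in these data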;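 also: 0% = DMSO plus EC80 ATP and 100% = DMSO alone without ATP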
OXTR potentiator = human OXTR potentiators, primary screen, fluorescence, CHO-OTR cells, Fluo-8 calcium; activation, % at 3 µM; Fluo-8 calcium fluorescence, potentiator mode; 0% = oxytocin EC15, 100% = EC100; AID 2445, 2010; 320,000 compounds, 0.061% hits;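 active = activation above that plate's cutoff, the mean activation of tested compounds plus 3 SD, cut at about 6.6% in these data, passing the limit was not always enough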;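 also: 100% uses oxytocin at 75 nM as the full agonist control; some results filed as inactive read as strong as hits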
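Assay system: CHO cell line stably expressing human OTR. Reagent: EC15 oxytocin agonist. Dosing: single dose, 3.0 µM nominal final compound concentration. Timing: compound 6 min at room temperature before oxytocin, 100 s read. Signal: kinetic Fluo-8 calcium fluorescence. Controls: oxytocin EC15 low and EC100 high.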
OXTR agonist = human OXTR agonists, primary screen, fluorescence, CHO-OTR cells, Fluo-8 calcium; Fluo-8 calcium fluorescence; normalized: DMSO 0%, oxytocin 100%; activation, % at 3 µM; Oxytocin receptor (Homo sapiens), P30559; 320,000 compounds, 0.32% hits;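 active = activation above the mean of all tested compounds plus 3 SD, cutoff set per screening run, cut at about 20% in these data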;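 also: peak over basal fluorescence ratio from a 100 s FLIPR kinetic read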
The depositor's hits bear a star; . = no result given. Rows are unselected; overall some 3.5% were active at least once.

Results follow in this order: M1 ag parental	V1R ag counter	TAAR1 antag	CHO parental Ca	GPR7 antag	M1 PAM parental	CHO-K1 Ca antag	OXTR potentiator	OXTR agonist
CC1CN(S(=O)(=O)c2cccc(C(=O)NCC(c3cccs3)N3CCOCC3)c2)CC(C)O1 (stereo unspecified)
    0.2	.	-11	.	.	1	-5	.	.
OCC[C@H]1C[C@H](O)[C@@H](O)[C@@]2(CCc3ccccc3O2)O1
    0.5	1.0	18	-5	.	9	-17	-10	0.6
O=C(Nn1c(SCc2ccccc2F)nc2ccsc2c1=O)c1ccccc1
    0.1	0.5	5	-7	-6	-13	16	-11	-2.3
CCOc1ccc(NC(=O)CN(C)S(=O)(=O)c2cccc3cccnc23)cc1
    4.1	5.0	-18	-6	-25	17	-11	-10	2.0
O=C(OCC(=O)N1CCCC1=O)c1cccc([N+](=O)[O-])c1
    1.1	0.8	-21	-4	-10	23	-7	2	1.5
CC(C)(C)OC(=O)N1CCCC(C(=O)Nc2ccc(C(=O)N3CCCC3)cc2)C1 (stereo unspecified)
    -0.3	2.0	0	-9	.	14	-5	-9	-0.1
COc1ccc(NC(=O)CCOc2ccccc2)cc1
    0.2	0.5	-14	-7	-1	13	-14	-9	-0.1
O=C(O)CCCCCCCCCCCc1ccccc1
    0.7	0.6	11	-9	-18	28	-4	-1	2.3
O=C(c1ccc2c(c1)OCCO2)C1CCN(C(=O)Nc2ccccc2F)CC1
    0.9	5.2	3	-17	2	-12	6	-6	2.5
O=C(Cc1c[nH]c2ccccc12)Nc1nnc(C2CC2)s1
    0.2	2.2	-5	1	-11	14	-5	-4	1.0
OCCNC(=S)Nc1ccc(Oc2ccccc2)cc1
    0.5	1.5	5	-1	0	13	4	-9	-0.6
Cc1ccc(C2N(c3ccccc3)C(=O)N3CCCN23)cc1 (stereo unspecified)
    0.0	-0.6	14	0	2	12	11	-3	-1.1
CCC(C)(C(=O)NC1CCCCC1)N(CC1CCCO1)C(=O)c1ccccn1 (stereo unspecified)
    0.3	-0.5	-4	-23	-12	16	-8	3	1.5
Cc1cccc(NC(=O)CSc2nccn2Cc2ccco2)c1
    0.8	2.0	-7	-12	4	-1	14	-1	-0.3
OCCN(Cc1ccccc1)Cc1ncccc1O
    1.8	.	-13	.	.	9	-15	.	.
COCCCn1[nH]c2c3c(ccc2c1=O)C(=O)c1ccccc1C3=O
    0.4	-0.4	-4	-13	3	18	-5	1	-1.8
COc1ccc2cc(-c3ccsc3)ncc2c1
    0.2	-1.0	-11	-11	.	10	-4	-3	-1.6
CCN1C(=O)c2cccc3c(NC(=O)C(C)(C)C)ccc1c23
    0.0	1.1	-3	-10	4	13	-13	-6	-0.5
CC(=O)c1sc(Nc2ccc(Oc3ccccc3)cc2)nc1C
    3.8	.	46	.	.	1	-5	.	.
O=C(CSc1ccsc1[N+](=O)[O-])N1CCN(c2ccccc2)CC1
    7.1	1.1	21	4	6	6	8	0	1.9

An excerpt of these results, as tab-separated lines.
SMILES	M1 ag parental	V1R ag counter	TAAR1 antag	CHO parental Ca	GPR7 antag	M1 PAM parental	CHO-K1 Ca antag	OXTR potentiator	OXTR agonist
OCC[C@H]1C[C@H](O)[C@@H](O)[C@@]2(CCc3ccccc3O2)O1	0.5	1.0	18	-5	.	9	-17	-10	0.6
O=C(Nn1c(SCc2ccccc2F)nc2ccsc2c1=O)c1ccccc1	0.1	0.5	5	-7	-6	-13	16	-11	-2.3
CCOc1ccc(NC(=O)CN(C)S(=O)(=O)c2cccc3cccnc23)cc1	4.1	5.0	-18	-6	-25	17	-11	-10	2.0
O=C(OCC(=O)N1CCCC1=O)c1cccc([N+](=O)[O-])c1	1.1	0.8	-21	-4	-10	23	-7	2	1.5
CC(C)(C)OC(=O)N1CCCC(C(=O)Nc2ccc(C(=O)N3CCCC3)cc2)C1 (stereo unspecified)	-0.3	2.0	0	-9	.	14	-5	-9	-0.1
COc1ccc(NC(=O)CCOc2ccccc2)cc1	0.2	0.5	-14	-7	-1	13	-14	-9	-0.1
O=C(O)CCCCCCCCCCCc1ccccc1	0.7	0.6	11	-9	-18	28	-4	-1	2.3
O=C(c1ccc2c(c1)OCCO2)C1CCN(C(=O)Nc2ccccc2F)CC1	0.9	5.2	3	-17	2	-12	6	-6	2.5
O=C(Cc1c[nH]c2ccccc12)Nc1nnc(C2CC2)s1	0.2	2.2	-5	1	-11	14	-5	-4	1.0

Remaining list, next part
Results follow in this order: M1 ag parental	V1R ag counter	TAAR1 antag	CHO parental Ca	GPR7 antag	M1 PAM parental	CHO-K1 Ca antag	OXTR potentiator	OXTR agonist
c1ccc2c(c1)Cc1cc3ccccc3nc1-2
    0.8	1.8	5	-16	-21	-5	-6	-2	-0.1
O=C(Nc1ccc2c(c1)OCO2)C1CC(c2cccc(Br)c2)=NO1 (stereo unspecified)
    14	1.4	8	13	-10	12	9	-2	-1.1
O=C1Nc2ccccc2N(O)N1c1ccc(S(=O)(=O)N2CCCCCC2)cc1
    3.6	-0.8	6	-7	-2	16	7	-7	-0.7
O=C(Nc1cc(Cl)ccc1N1CCCC1)C1=COCCO1
    -0.3	-0.8	2	-22	.	4	-11	7	-2.0
CN(C)c1ccc(N/C=C/C(=O)C(C)(C)C)cc1
    -0.1	-0.6	-3	-1	-4	10	0	4	-0.3
OCC(Cc1ccccc1)Nc1c2ccccc2nc2ccccc12 (stereo unspecified)
    0.6	0.8	1	-20	-8	19	-4	-7	0.2
CCOc1ccc(N2C(=O)C3C(c4ccccc4)=NN(c4ccccc4)C3C2=O)cc1 (stereo unspecified)
    5.4	1.7	-13	1	-8	14	3	-2	0.8
Cc1ccc(-n2nnc3c(=O)n(CC(N)=O)cnc32)cc1
    0.8	-0.1	-15	-9	-1	-2	-8	0	0.3
COc1ccc(Br)cc1/C=C/C(=O)Nc1ccc(C)cc1
    -0.2	1.4	30	-26	-9	5	-4	-9	-0.9
C=CCn1c(Cc2cccs2)nnc1SCC(=O)c1ccc(F)cc1
    1.2	1.6	-13	-19	-5	13	-6	-18	0.0
COc1ccc(Cl)cc1NC(=O)CSc1nc(N2CCCCC2)nc(N2CCCCC2)n1
    0.2	-0.3	-13	-12	-3	21	-13	-7	-0.6
CCCCN1/C(=C/c2cccc[n+]2C)Sc2cc(NC(C)=O)ccc21
    1.0	0.5	-7	-2	5	-11	-10	-8	-0.5
CCOP(=O)(OCC)C(Nc1cc(Cl)cc(Cl)c1)c1cccc(O)c1 (stereo unspecified)
    0.8	2.6	18	-14	-11	22	14	-13	3.3
Cn1c(CC(=O)Nc2ccccc2F)nnc1SCC(=O)Nc1nccs1
    0.8	0.2	9	0	-6	10	-10	-5	6.6
CSc1nc2ccccc2s1
    0.3	1.4	-16	-4	6	-17	8	5	0.7
CCOc1ccc(C(=O)CCC(=O)NNC(=O)CCN2CCN(c3ccccc3)CC2)cc1
    0.4	2.7	-15	-22	.	15	-22	-6	0.5
O=S1(=O)N=C(c2ccccc2)C=C(c2ccccc2)N1
    -0.6	.	-22	-3	.	-7	-1	.	.
c1ccc(N2CC[N+]3(CCCC3)CC2)nc1
    0.1	1.3	-25	-8	-2	11	-8	-5	0.8
Cn1c(SCC(=O)NC2CCCCC2)nnc1-c1cccnc1
    0.2	0.4	9	-12	1	12	8	-11	-0.1
N#CC1CCCc2c1[nH]c1ccc([N+](=O)[O-])cc21 (stereo unspecified)
    0.7	0.2	-17	8	-7	2	-8	-7	-0.2
CC(CN1CCCCC1)NC(=O)c1cc(-c2ccccn2)nc2ccc(Cl)cc12 (stereo unspecified)
    1.6	-0.6	-11	-24	-7	15	-17	-5	-1.6
Cc1ccc2cc(CN(Cc3ccc4c(c3)OCO4)Cc3nnnn3Cc3ccco3)c(=O)[nH]c2c1C
    0.8	1.7	34	-2	-6	19	-8	-18	-0.3
FC(F)Oc1ccc(NC(=S)NCc2ccccc2)cc1Cl
    13	8.5	28	34*	13	4	12	-12	9.9
CCc1nnc(NC(=O)CSc2ncc(-c3ccccc3)n2CC)s1
    0.6	-0.1	-30	-8	-12	12	-12	-1	-0.7
Cc1nccc2[nH]c(=O)c(C(=O)NC(C)CCc3ccccc3)cc12 (stereo unspecified)
    .	-1.4	.	-27	-13	.	.	-2	-2.4
CC1(C(=O)NS(=O)(=O)c2ccc(F)cc2F)CCN1C(=O)CC1CCCCC1 (stereo unspecified)
    0.7	.	-27	.	.	25	-15	.	.
NCC(O)CN1CCN(Cc2ccccc2)CC1 (stereo unspecified)
    0.9	1.2	1	-3	8	5	-15	-11	-0.1
CCNc1nc(NC(C)C)nc(Oc2ccc(/C=N/O)cc2)n1
    -0.3	0.5	-5	0	-5	3	3	-11	-0.3
CC(C)(C)C(=O)Nc1ccc(C(=O)CN2C(=O)NC3(CCOc4ccccc43)C2=O)cc1 (stereo unspecified)
    1.8	2.1	26	-22	.	18	-3	-3	0.7
Cc1ccc(NS(=O)(=O)c2ccc(OCC(=O)NCc3cccnc3)cc2)cc1
    1.9	1.1	2	-6	-1	23	-17	-6	0.2
O=S(=O)(NCC1CCN(c2ccc(S(=O)(=O)N3CCOCC3)cc2)CC1)c1ccccc1
    12	.	29	.	2	-14	8	.	.
CCc1cc(C(=O)NNC(=S)NCc2ccccc2)cs1
    0.9	2.7	15	-10	5	-9	10	-9	0.5
CCCOc1ccc(C2C(C(=O)c3ccco3)=C(O)C(=O)N2CCN2CCOCC2)cc1OC (stereo unspecified)
    .	1.3	.	-22	-15	.	.	0	0.5
CN(C(=O)c1ccc2nc(N)sc2c1)c1ccccc1
    2.1	6.5	-7	-1	-23	19	-8	0	1.0
O=c1c2ccccc2cnn1Cc1nnc(-c2cccs2)o1
    1.6	0.6	-3	0	-4	-3	-15	-3	0.6

From PubChem
